Compound activity (PubChem BioAssay)
LRH-1 inv ag – NR5A2 inverse agonism in reporter assay; O00482; inhibition, % at 3.6 µM; HEK293T StAR-luciferase reporter, LRH-1 transfected, 24 h; AID 602396; 0.13% of 360,000 active;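 active = inhibition above the mean inhibition of all tested compounds plus 3 SD, cut at about 73% in these data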;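 note: 0% = DMSO wells and 100% = reporter-only cells lacking LRH-1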
Target sequence (O00482 whole entry, looked up): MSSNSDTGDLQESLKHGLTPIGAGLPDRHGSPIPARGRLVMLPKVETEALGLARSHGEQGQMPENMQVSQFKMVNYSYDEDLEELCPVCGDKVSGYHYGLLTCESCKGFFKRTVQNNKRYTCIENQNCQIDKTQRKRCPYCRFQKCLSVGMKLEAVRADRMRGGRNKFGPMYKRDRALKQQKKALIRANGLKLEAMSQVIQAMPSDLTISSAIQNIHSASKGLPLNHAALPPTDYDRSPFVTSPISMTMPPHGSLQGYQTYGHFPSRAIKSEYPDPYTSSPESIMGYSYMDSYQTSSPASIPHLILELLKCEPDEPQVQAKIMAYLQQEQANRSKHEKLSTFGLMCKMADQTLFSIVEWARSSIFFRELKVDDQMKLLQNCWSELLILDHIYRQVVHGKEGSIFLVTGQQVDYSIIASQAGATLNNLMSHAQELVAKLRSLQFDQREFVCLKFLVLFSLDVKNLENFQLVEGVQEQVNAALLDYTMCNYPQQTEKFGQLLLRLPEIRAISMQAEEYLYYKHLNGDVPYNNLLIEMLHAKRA
SRC3 inh – human NCOA3 inhibition. 0.17% of 360,000 active. HEK293 GAL4-SRC3 luciferase reporter, luminescence. inhibition, % at 3.6 µM;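 active = inhibition above a per-campaign cutoff, the mean of all compounds plus 3 SD, cut at about 60% in these data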;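 note: 0% = DMSO-treated cells and 100% = gossypol-treated cells at 36 µM; higher means less SRC3-driven luciferase light from the GAL4 reporter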
TRAIL sens C8 – caspase-8 TRAIL sensitization. NB7+C8 cells + TRAIL, ATPlite viability luminescence. inhibition (viability loss, TRAIL sensitization), % at 10 µM. 1% of 360,000 active. AID 624354;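 active = compounds causing at least 50% loss of cell viability in the single-dose screen, relative to plate controls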
SRC1 inh – human NCOA1 inhibition. inhibition, % at 3.6 µM. 0.12% of 360,000 active. HEK293 GAL4-SRC1 luciferase reporter, luminescence. AID 588354. Q15788;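 active = inhibition above the campaign mean plus 3 SD, with each screening campaign given its own cutoff, cut at about 60% in these data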;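 note: 0% = DMSO treated cells and 100% = gossypol at 36 µM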
TROY signal inh – TROY signaling inhibition; inhibition, % at 10 µM; Q293 LMP1-TROYcd NF-kB luciferase reporter, 4 h; 0.98% of 360,000 active; AID 1347056;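 active = compounds whose plate-normalised and pattern-corrected inhibition of the luciferase reporter signal at the single screening dose is 50% or more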
NR2F2 inh – inhibitors of human COUP-TFII (NR2F2); HEK293T NGFI-A luciferase reporter, luminescence; inhibition, % at 8.6 µM; 0.7% of 370,000 active;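 active = inhibition above a per-plate cutoff, mean inhibition of test wells between control levels plus 3 SD, cut at about 38% in these data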;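 note: cells cotransfected with COUP-TFII expression vector driving the NGFI-A reporter; 0% = median of COUP-TF2 test wells and 100% = reporter-only cells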
Target sequence (P24468 whole entry, looked up): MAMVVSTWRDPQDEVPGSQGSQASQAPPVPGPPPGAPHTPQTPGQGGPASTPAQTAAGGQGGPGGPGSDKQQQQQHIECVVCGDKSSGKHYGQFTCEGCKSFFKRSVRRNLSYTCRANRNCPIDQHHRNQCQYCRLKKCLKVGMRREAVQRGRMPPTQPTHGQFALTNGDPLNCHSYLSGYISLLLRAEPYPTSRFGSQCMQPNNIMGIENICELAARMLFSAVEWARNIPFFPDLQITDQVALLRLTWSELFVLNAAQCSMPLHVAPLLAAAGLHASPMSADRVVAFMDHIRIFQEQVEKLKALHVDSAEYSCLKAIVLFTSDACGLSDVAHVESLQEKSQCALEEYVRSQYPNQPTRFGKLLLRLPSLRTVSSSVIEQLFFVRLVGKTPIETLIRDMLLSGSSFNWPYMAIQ
NOD2-RIPK2 inh – NOD2-RIPK2 protein interaction inhibition. CHO BLA complementation NOD2-RIPK2, CCF4 ratio. AID 624267. 0.38% of 360,000 active. inhibition, % at 4.98 µM. O43353; in the data active = inhibition above about 21%;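 note: 0% = vehicle only and 100% = reference blocker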
NCOA2 inhibitor – inhibits human steroid receptor coactivator 2; HEK293 GAL4-SRC2 luciferase reporter, luminescence; inhibition, % at 9 µM; 0.17% of 370,000 active;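 active = inhibition above the mean inhibition of all tested compounds plus 3 SD, set per campaign, cut at about 52% in these data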;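 note: 0% = DMSO treated cells and 100% = cells given Gossypol at 36 µM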
TWEAK Fn14 block – inhibitors of TWEAK-Fn14 interaction signaling; TWEAK-stimulated Fn14 reporter cells, luciferase luminescence, 8 h; inhibition, % at 10 µM; 2% of 360,000 active; in the data active = inhibition above about 50%
EBV LMP1 NFkB – Epstein-Barr LMP1 NF-kappaB reporter inhibition | inhibition, % at 12.5 µM | AID 504558 | 0.69% of 350,000 active | LMP1-induced NF-kappaB luciferase reporter cells, luminescence; in the data active = inhibition above about 41%;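 note: 0% = neutral control wells and 100% = reference inhibitor control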
TLR9-MyD88 inh – TLR9-MyD88 interaction inhibition; inhibition, % at 4.98 µM; CHO BLA complementation TLR9-MyD88, CCF4 FRET ratio; AID 504734; 0.21% of 340,000 active;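 active = inhibition above the mean over all tested compounds plus 3 SD, cut at about 21% in these data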;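 note: 0% = DMSO only wells and 100% = clavulanate BLA inhibitor control wells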
* = called active by the depositor; nt = not tested or not shown. Not all compounds are listed. The share of hits here may be higher or lower than overall.

SMILES | LRH-1 inv ag | SRC3 inh | TRAIL sens C8 | SRC1 inh | TROY signal inh | NR2F2 inh | NOD2-RIPK2 inh | NCOA2 inhibitor | TWEAK Fn14 block | EBV LMP1 NFkB | TLR9-MyD88 inh
CNS(=O)(=O)c1ccc(CCC(=O)N2CCOCC2)cc1 | 16 | 1 | -22 | 4 | 12 | 2 | -9 | 14 | -5 | 0 | -9
CCCCc1nc2ccccc2c(=O)n1NC(=O)c1c(O)c2ccccc2n(C)c1=O | 17 | 2 | 9 | -14 | 43 | -5 | -7 | 0 | 38 | 4 | 9
CC(C)(C)NCC(O)COCc1ccc(Cl)cc1 (centres undefined) | 15 | 18 | 9 | 9 | 2 | -7 | 3 | -3 | 0 | -3 | 3
O=C(CSc1nnc(Cn2nnc(-c3ccccc3)n2)n1-c1ccccc1)Nc1ccc(F)cc1 | 0 | 2 | 5 | 2 | 6 | 15 | -1 | 16 | 2 | -2 | -11
CCCCCCN1C[C@H](O)[C@@H](n2cc(C3CC3)nn2)C[C@@H]1c1ccc(OC)cc1 | -19 | 5 | 28 | 8 | -28 | 0 | -1 | 10 | -40 | -3 | -15
O=S1(=O)CCN(CCCc2ccccc2)CC1 | -3 | 6 | -8 | 1 | 10 | 5 | -11 | -4 | -3 | 1 | -5
Cc1ccc(CNCCCSc2nc(C)cc(C)n2)cc1 | 4 | 4 | 7 | -15 | 10 | -8 | 5 | 15 | -1 | 2 | -4
COc1ccc(-c2ncn(CCC#N)c2[N+](=O)[O-])cc1 | -7 | -8 | -1 | 7 | 0 | -10 | -12 | -9 | 0 | -6 | 2
CCN(CC)S(=O)(=O)c1ccc(C(O)=C(C#N)c2nc3ccccc3n2C)cc1 | -12 | 14 | 41 | -7 | -3 | 4 | -9 | -19 | -13 | -2 | 0
Cc1ccc(S(=O)(=O)N2C3CC(c4ccccc4)N(S(=O)(=O)c4cccc(Cl)c4)CC3C(=O)C[C@H]2c2ccccc2)cc1 (some centres undefined) | -1 | nt | -1 | nt | nt | 27 | -12 | 7 | nt | nt | nt
COC(=O)CC1(C(=O)OC)Oc2ccccc2C(=O)N1c1ccc(F)cc1F (centres undefined) | -2 | 4 | -14 | 6 | -9 | 17 | -11 | -20 | -7 | 5 | -3
NC(=O)c1oc2ccccc2c1NC(=O)c1ccc([N+](=O)[O-])o1 | 65 | 16 | 74* | 19 | -9 | -15 | -5 | 10 | 44 | 4 | -5
COC(=O)c1sc(NC(=O)COc2ccc(C)cc2)nc1C | -8 | 8 | -3 | -13 | -28 | 6 | -5 | -28 | -1 | 1 | -5
CCC(C(=O)Nc1ccc(S(=O)(=O)N(C)C2CCN(C)CC2)cc1)c1ccccc1 (centres undefined) | 13 | 16 | -3 | -8 | 4 | -18 | -2 | -3 | 1 | -7 | 0
Clc1ccccc1COc1ccc(/C=N/n2cnnc2)cc1 | -19 | 6 | 15 | 2 | -42 | -8 | 2 | -2 | -3 | 10 | -6
O=C(Cc1cccc(C(F)(F)F)c1)Nc1ccccc1 | 11 | 6 | 5 | -9 | -23 | -14 | -7 | 11 | 2 | -7 | -7
COC(=O)c1cccnc1-n1c(=O)c2cccnc2n(Cc2cccc([N+](=O)[O-])c2)c1=O | -6 | -11 | 22 | -23 | 11 | 5 | -14 | 2 | 0 | 1 | 9
O=C(COC(=O)c1ccc2c(c1)OCO2)Nc1ccccc1Cl | 7 | 7 | 1 | -15 | -23 | 0 | -3 | -10 | -6 | 1 | 1
Cc1ccc(CNC(=O)CN(C(=O)C2(C)CC(=O)N=C3C=CC=CN32)c2ccccc2F)cc1 (centres undefined) | -23 | 10 | -7 | 15 | -9 | -1 | 1 | -29 | 10 | 6 | 0
C=C(C)C(=O)Nc1cccc(C2=NOC3(C2)C[C@H](C(N)=O)N(C(=O)c2ccccc2C(=O)c2ccccc2)C3)c1 (some centres undefined) | 9 | 8 | -11 | -15 | 10 | -8 | -1 | -16 | 2 | 6 | -4
COCCNC(=O)c1c[nH]c2ccc(S(=O)(=O)Nc3ccccc3F)cc2c1=O | -6 | 3 | -2 | -2 | 2 | 15 | 5 | -16 | 20 | -20 | -3
COC(=O)CNC(=O)CSc1nc(N)cc(=O)[nH]1 | 12 | 6 | 0 | 1 | -21 | -12 | 2 | 1 | 7 | -4 | -2
CCOC(=O)C1=C(C)OC(=Cc2ccccc2)C1=O | 7 | 6 | -8 | -30 | 5 | 3 | -4 | 3 | -12 | 1 | 7
O=C(O)CCCC(=O)N1N=C(c2ccccc2)CC1c1cccs1 (centres undefined) | -3 | 8 | -15 | -26 | -2 | 12 | -7 | 3 | -11 | 6 | 5
CCCCc1c(O)nc2n(c1=O)CCS2 | -20 | -2 | 4 | 4 | -3 | -4 | -11 | 14 | 5 | -1 | -13

Reformatted tab-delimited: four of the compounds above
SMILES	LRH-1 inv ag	SRC3 inh	TRAIL sens C8	SRC1 inh	TROY signal inh	NR2F2 inh	NOD2-RIPK2 inh	NCOA2 inhibitor	TWEAK Fn14 block	EBV LMP1 NFkB	TLR9-MyD88 inh
COC(=O)c1sc(NC(=O)COc2ccc(C)cc2)nc1C	-8	8	-3	-13	-28	6	-5	-28	-1	1	-5
CCOC(=O)C1=C(C)OC(=Cc2ccccc2)C1=O	7	6	-8	-30	5	3	-4	3	-12	1	7
Cc1ccc(S(=O)(=O)N2C3CC(c4ccccc4)N(S(=O)(=O)c4cccc(Cl)c4)CC3C(=O)C[C@H]2c2ccccc2)cc1 (some centres undefined)	-1	nt	-1	nt	nt	27	-12	7	nt	nt	nt
O=C(O)CCCC(=O)N1N=C(c2ccccc2)CC1c1cccs1 (centres undefined)	-3	8	-15	-26	-2	12	-7	3	-11	6	5

Carrying on:
SMILES | LRH-1 inv ag | SRC3 inh | TRAIL sens C8 | SRC1 inh | TROY signal inh | NR2F2 inh | NOD2-RIPK2 inh | NCOA2 inhibitor | TWEAK Fn14 block | EBV LMP1 NFkB | TLR9-MyD88 inh
CCN(CC)C(=O)CSc1ncnc2c1cnn2-c1ccccc1 | -76 | -64 | 34 | -103 | -69 | -38 | -7 | -27 | 9 | -4 | -2
CCN(CC)c1ccc2oc(=O)c(C)nc2c1 | 0 | -21 | -45 | 14 | -23 | 8 | 5 | -17 | 39 | -14 | 6
Cc1cc(S(=O)(=O)Nc2cccc(O)c2)c(C)s1 | 9 | 3 | -9 | 3 | 8 | 8 | -6 | -5 | -20 | -2 | 2
Cc1sc2ncnc(SCC(=O)N(C(C)C)C(C)C)c2c1C | -9 | 23 | 2 | -14 | 17 | -4 | 1 | 19 | 2 | 12 | 4
O=C(Nc1ccc(F)cc1)c1ccc(CN2CCc3ccccc3C2)cc1 | 15 | -2 | 9 | 20 | 5 | 45* | 13 | 19 | 26 | 11 | 6
O=C(Nc1ccncc1)c1c(Cl)cccc1Cl | -21 | 13 | -8 | 7 | 30 | 28 | -4 | 43 | 55* | 9 | 0
CCCCN(C(=O)c1cc(S(=O)(=O)N2CCCCCC2)ccc1OC)c1ccccc1 | 18 | 9 | 2 | -5 | 5 | 18 | 1 | 40 | -10 | 8 | 0
CCCC(C)C(=O)Nc1ccncc1 (centres undefined) | -8 | 15 | -2 | 1 | 3 | 1 | -3 | 0 | -10 | -1 | -9
Cc1ccccc1NC(=S)N(C)CCc1ccccn1 | 6 | 18 | -4 | -12 | 40 | -17 | -3 | -9 | -17 | -3 | -13
COc1ccc(CCn2nnnc2C(c2ccc(C)cc2)N2CCN(C)CC2)cc1OC (centres undefined) | 10 | -9 | -19 | -7 | -6 | -1 | -1 | -2 | 7 | 13 | -3
CN(C)CCCN1C(=O)C(=O)/C(=C(/O)c2ccncc2)C1c1ccccc1 (centres undefined) | -4 | 2 | -5 | -16 | -30 | 9 | 3 | -1 | 2 | 6 | -6
Cc1c(CCC(=O)NCCC(=O)O)c(=O)oc2cc3occ(-c4ccccc4)c3cc12 | -6 | 11 | -8 | 2 | 9 | 20 | -2 | 15 | 8 | -4 | -4
CCOC(=O)c1c(-c2ccc(F)cc2)csc1/N=C/N(C)C | -4 | 7 | -1 | 8 | 4 | 3 | 2 | -7 | 7 | 2 | 7
CC(C)CNC(=O)CSc1nnc(CN2CCCCCC2=O)n1-c1ccccn1 | 2 | 18 | 0 | 4 | 12 | 7 | -8 | 7 | 6 | -1 | 3
Cc1ccc(S(=O)(=O)Nc2ccnc3ccccc23)cc1 | 8 | 5 | -11 | -27 | 10 | 8 | 4 | 2 | 9 | -8 | -6
CC(C)(C)Sc1nc(O)cc(=O)[nH]1 | -4 | 11 | -4 | 1 | 6 | -1 | -1 | -32 | 10 | 33 | -1
Cn1c(=O)c(C(=O)NCCCc2ccccc2)c(O)c2ccccc21 | -7 | -17 | -8 | -23 | -32 | -6 | -5 | -12 | -25 | -5 | -11
N#Cc1ccccc1S(=O)(=O)N1CCNS(=O)(=O)c2ccccc21 | -7 | -21 | 2 | -13 | -9 | 0 | -8 | 20 | 3 | -5 | -7
Cc1ccc(N(CC(=O)NCc2ccncc2)S(C)(=O)=O)cc1 | 18 | 2 | -8 | -11 | -2 | 2 | 0 | -31 | -14 | -2 | -6
O=C(CNC(=O)c1cc(S(=O)(=O)N2CCCCC2)ccc1N1CCOCC1)Nc1ccc(F)c(F)c1 | 8 | 11 | 15 | -12 | 15 | -5 | 6 | -2 | -36 | 1 | -6
COc1ccccc1N(CC(O)CN1CCCC1)S(=O)(=O)c1ccccc1 (centres undefined) | 1 | -9 | 9 | -8 | 3 | -1 | 0 | 8 | 15 | -5 | -4
O=c1cc(OCc2ccccc2)cc[nH]1 | 8 | 8 | 16 | 0 | -8 | 10 | -9 | 2 | 14 | 1 | 0
COc1ccc(S(=O)(=O)NCC2CCCN(C(=O)c3cccs3)C2)cc1 (centres undefined) | 1 | 6 | -6 | -8 | -5 | -14 | 5 | 5 | -5 | 5 | 2
O=C(NCC1CCCO1)C1CCN(S(=O)(=O)N2CCCC2)CC1 (centres undefined) | -5 | 1 | -24 | -4 | -1 | 16 | -10 | -24 | -1 | 1 | -9
CN(C)c1ccc(C(=O)Nc2nnc(C3=COCCO3)o2)cc1 | -15 | -1 | -3 | -18 | -27 | -35 | -6 | -9 | -28 | -4 | 4
Cc1ccc(NC(=O)N(Cc2ccc3c(c2)OCO3)Cc2cc3cc4c(cc3[nH]c2=O)OCCO4)cc1 | 6 | -3 | 10 | -15 | -49 | -11 | -3 | -3 | 23 | 9 | 4
CCN(CC)CCCN(Cc1cc2cc3c(cc2[nH]c1=O)OCO3)C(=S)NCCCOC | 3 | 15 | -18 | 6 | 4 | 0 | -17 | -6 | 0 | -17 | -7
O=C1c2ccccc2C(O)N1Cc1ccccc1Cl (centres undefined) | 2 | 1 | 3 | -10 | -9 | -2 | 6 | 10 | -5 | -6 | -11
O=C(NCN1CCN(c2ccccn2)CC1)c1cnccn1 | 13 | 13 | -4 | -7 | 10 | -2 | 3 | -7 | 13 | 2 | -5
CCN(CCCNC(=O)CCn1c(=S)[nH]c2cc3c(cc2c1=O)OCO3)c1cccc(C)c1 | 3 | -4 | 15 | 7 | -19 | -11 | -9 | 14 | -21 | 10 | 0
